Compound activity as filed in PubChem.
mIAP block = mouse IAP inhibition; purified mouse IAP, CDP-Star luminescence, 30 min; inhibition, % at 10 µM; 0.2% of 330,000 active;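 active = inhibition of at least 40% at 10 µM in the primary screen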;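 also: plate controls were DMSO with enzyme for no effect and no enzyme wells for full effect; values of inactives mirror those of a sister screen read the other way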
hIAP act = increases human intestinal alkaline phosphatase activity; AID 2524; activation factor at 10 µM; P09923; purified human IAP, CDP-Star luminescence, 30 min; hits give high values; 1 = vehicle-only enzyme, 0 = enzyme-free background; 0.16% of 330,000 active;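 active = activation factor of the enzyme at least 2-fold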; also: the source names both 10 and 20 µM as test concentration; values of inactives mirror those of a sister screen read the other way
Target sequence (P09923 whole entry, looked up): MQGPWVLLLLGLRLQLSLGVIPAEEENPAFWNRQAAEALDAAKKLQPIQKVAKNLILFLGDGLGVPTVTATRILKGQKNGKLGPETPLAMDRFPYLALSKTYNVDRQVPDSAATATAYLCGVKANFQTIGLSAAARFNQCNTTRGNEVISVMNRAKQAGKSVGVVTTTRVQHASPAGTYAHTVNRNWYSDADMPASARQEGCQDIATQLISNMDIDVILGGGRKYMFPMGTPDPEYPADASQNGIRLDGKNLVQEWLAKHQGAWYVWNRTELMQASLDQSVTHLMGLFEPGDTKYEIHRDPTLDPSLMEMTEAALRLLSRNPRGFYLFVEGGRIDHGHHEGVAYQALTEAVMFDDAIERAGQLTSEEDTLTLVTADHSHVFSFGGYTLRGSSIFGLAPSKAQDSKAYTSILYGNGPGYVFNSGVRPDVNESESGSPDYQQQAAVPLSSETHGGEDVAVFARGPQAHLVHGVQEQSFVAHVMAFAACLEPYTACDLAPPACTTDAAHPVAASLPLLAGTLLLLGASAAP
A3A deaminase = human APOBEC3A DNA deaminase inhibition; 0.41% of 330,000 active; AID 493011; inhibition, % at 20 µM; recombinant A3A, FAM/TAMRA ssDNA deamination fluorescence;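 active = at least 40% inhibition at 20 µM here, with at most 30% in a related deaminase screen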;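 also: plate controls were A3A with DMSO for no effect and wells lacking A3A enzyme for full effect; some results filed as inactive read as strong as hits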
Target sequence (P31941 whole entry, looked up): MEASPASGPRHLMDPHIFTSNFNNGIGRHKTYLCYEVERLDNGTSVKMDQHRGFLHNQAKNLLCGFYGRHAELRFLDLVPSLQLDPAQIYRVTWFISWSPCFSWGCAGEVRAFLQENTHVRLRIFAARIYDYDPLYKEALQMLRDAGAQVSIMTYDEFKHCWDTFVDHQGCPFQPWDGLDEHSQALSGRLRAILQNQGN
MPTP block = blocks calcium-induced mitochondrial swelling; isolated mouse mitochondria, Ca2+ swelling absorbance, 30 min; inhibition, % at 10 µM; 1.4% of 360,000 active; AID 602449;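 active = inhibition of 50% or more, scaled per plate between neutral and stimulator controls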;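 also: 0% = DMSO wells given calcium and 100% = 1 mM EGTA wells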
mIAP act = increases mouse intestinal alkaline phosphatase activity; muIAP, CDP-Star luminescence, 30 min; hits give high values; 1 = vehicle-only enzyme signal, 0 = enzyme-free wells; activation factor at 10 µM; 0.24% of 330,000 active; AID 2805;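 active = activation factor of at least 2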; also: the source names both 10 and 20 µM as test concentration; values of inactives mirror those of a sister screen read the other way
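System: mouse IAP enzyme. Reagent: CDP-Star chemiluminescent phosphatase substrate. Benchmarks: DMSO wells, no-enzyme wells. Times: 30 min enzyme-substrate-compound incubation at room temperature. Detection: luminescence from enzymatic CDP-Star hydrolysis. Doses: test compounds delivered from DMSO solution.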
APOBEC3G inh = inhibitors of human APOBEC3G DNA deaminase; Q9HC16; recombinant A3G, ssDNA deamination FAM/TAMRA fluorescence; inhibition, % at 20 µM; 0.28% of 330,000 active; AID 493012;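 active = inhibition of at least 40% at 20 µM, with no more than 30% in the related APOBEC3A deaminase screen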;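 also: plate controls were DMSO wells with A3G for no effect and wells lacking A3G enzyme for full effect; some compounds called inactive have numbers as strong as hits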
GRIN3A LBD mod = NR3A (human) ligand-binding domain modulation; NR3A LBD differential scanning fluorimetry, Tm shift; 0% = protein alone, 100% = glycine-bound protein; Tm shift relative to glycine control, % at 25 µM; 2.5% of 340,000 active; AID 1259313;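 active = melting temperature shift of at least 10% of the positive control shift, at one fixed dose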
MIN6 prolif = MIN6 beta-cell proliferation induction; MIN6 cells proliferation, ATPlite luminescence, 48 h; cells starved in 0.2% serum; 100% = growth in 10% serum; proliferation, % at 10 µM; 0.29% of 330,000 active;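 active = compounds whose signal lies at least 3.5 SD above the mean of all wells on their plate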;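 also: 0% = DMSO-treated cells in low-serum medium and 100% = 10% serum control; some compounds called inactive have numbers as strong as hits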
hIAP inh = blocks human intestinal alkaline phosphatase | P09923 | purified IAP, CDP-Star luminescence, 30 min | inhibition, % at 10 µM | 0.12% of 330,000 active | AID 2544;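 active = inhibition reaching a set limit with compound at 10 µM in the primary screen, cut at about 35% in these data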;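 also: plate controls were DMSO wells with enzyme for no effect and no-enzyme buffer wells for full effect; values of inactives mirror those of a sister screen read the other way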
Numbers without * were called inactive; . = not tested or not shown.

Order of results – mIAP act, APOBEC3G inh, hIAP act, hIAP inh, mIAP block, A3A deaminase, MIN6 prolif, GRIN3A LBD mod, MPTP block
1: COc1ccccc1N1CCN(C(=O)CSc2nnc(NC(=O)C3CCC3)s2)CC1
  1.2, -5, 0.95, 4, -24, -1, -2, 3, 1.2
2: CCC(=O)NC(=S)Nc1ccc(S(=O)(=O)N2CCN(C)CC2)cc1
  0.97, 2, 0.92, 8, 3, 1, -1, -5, -0.6
3: COc1ccc(Nc2nc(N)nc(CSCCO)n2)cc1
  0.94, -4, 0.95, 5, 6, -5, -1, 1, -1.1
4: CC(C)CCNC(=O)CN(CCN1CCOCC1)C(=O)Cn1nnc(-c2ccc(F)cc2)n1
  0.98, -2, 0.99, 0, 2, 2, -2, 0, -0.9
5: Cc1onc(-c2c(Cl)cccc2Cl)c1C(=O)NCCc1ccncc1
  0.96, -9, 1.2, -17, 4, -5, -1, 1, -1.7
6: O=[N+]([O-])c1ccc(/C=N/Nc2ccccn2)cc1
  0.88, -9, 0.87, 13, 12, -1, -4, -1, 2.0
7: COc1ccc(-c2cc(C#N)nc(N3CCN(C)CC3)n2)cc1
  0.94, 0, 1, -4, 6, 3, -3, 0, -0.3
8: Cc1ccc(C2CC(=O)NC(SCC(=O)Nc3nccs3)=C2C#N)cc1 (centres undefined)
  1, -5, 1.3, -28, -1, -2, -1, -34, -2.0
9: O=C(O)c1cccc(Nc2c([N+](=O)[O-])c(=O)oc3ccccc23)c1
  0.98, 0, 0.93, 7, 2, 1, -3, 1, 0.7
10: NC(=O)CSc1nnc(Cn2c(=O)sc3ccccc32)n1-c1ccccc1
  1.1, -6, 0.98, 2, -6, -4, 3, 0, -1.3
11: CC(C)c1ccc(/C=N/n2c(-c3ccccc3)n[nH]c2=S)cc1
  0.91, -6, 1.1, -11, 10, 0, -1, -7, -0.2
12: CCOC(=O)c1ccc(NC(=O)C2CCN(C(=O)c3ccc(OC)c(OC)c3)CC2)cc1
  1.1, 0, 1.1, -7, -13, 2, -1, -1, 10
13: Cc1ccsc1-c1nc(C(N)=O)c2[nH]c(=O)n(-c3ccc(Cl)cc3)c2n1
  0.92, -1, 1.6, -59, 8, -2, -6, 1, -0.1
14: O=C(Cn1cncn1)c1ccccc1Br
  0.95, -2, 0.96, 4, 5, 2, 1, 1, 0.5
15: Cc1nn(CC(=O)O)c(=O)c2ccccc12
  0.93, -7, 0.96, 4, 7, -3, -2, 0, -0.9
16: CCc1ccc(/C(C)=N\Nc2ccc([N+](=O)[O-])cc2)cc1
  0.85, -3, 0.95, 5, 15, -2, -3, -1, 58*
17: COc1ccc(OC)c(S(=O)(=O)NCC(=O)NC2CCCCCC2)c1
  1, -2, 0.96, 4, -1, -1, -2, -1, -1.9
18: COc1ccccc1CCNC(=O)Cn1ccc2cc(S(=O)(=O)N3CCCC3)ccc21
  1.1, -4, 1, -4, -12, -4, -2, 2, 1.5
19: CN(C)c1ccc(C#Cc2ccc3cc(CCCO)oc(=O)c3c2)cc1
  1.1, -8, 0.95, 5, -7, -1, -6, -16, 1.9
20: Clc1ccc(C2Nc3cccc4cccc(c34)N2)cc1
  0.98, 17, 1, 0, 2, 3, -5, 3, 4.2
21: CCN(CC(=O)Nc1ccc2c(c1)OCCO2)C(=O)c1ccc(Cl)cc1Cl
  1, -9, 0.86, 14, -2, -3, 0, 0, 0.0
22: CCCN(CCC)S(=O)(=O)c1ccc(C(=O)N2CCOCC2)cc1
  1, -4, 0.97, 3, -1, 1, -1, 2, -1.1
23: COc1ccc(CN2CCC(C(=O)N3CCCC(C)C3)CC2)cc1OC (centres undefined)
  0.9, -8, 1.2, -15, 10, -4, -2, -3, 0.6
24: Cc1cc(C(F)(F)F)nc(-n2cc(-c3cccc(N)c3)nn2)n1
  0.9, -4, 1, -3, 10, -2, -2, 0, -5.7
25: Cc1cc(NC(=O)c2cc(-c3ccc4c(c3)OCO4)on2)n(-c2ccccc2)n1
  0.94, -7, 0.92, 8, 6, -3, -4, -2, -1.9
26: Cc1sc2nc(-c3ccccn3)[nH]c(=O)c2c1-c1ccccc1
  1.2, 14, 1.6, -56, -16, -2, -6, -1, -3.3
27: O=C(NCCc1c[nH]c2ccccc12)c1cc([N+](=O)[O-])cc([N+](=O)[O-])c1
  1, -1, 0.88, 12, -3, 1, -3, -1, 0.5
28: CC(=O)N1CCc2cc(C(=O)CN3CCCN(Cc4ccc(F)cc4)C3)ccc21
  0.93, -9, 0.95, 5, 7, -5, 4, ., .
29: CC(C)c1ccc(C(CC(=O)c2ccc(Cl)cc2)C(=O)O)cc1 (centres undefined)
  0.99, -5, 1.1, -13, 1, -2, -1, 1, 0.5
30: O=C(OCC(=O)N(Cc1ccccc1)Cc1ccccc1)c1cccc(O)c1
  0.96, -5, 0.89, 11, 4, -6, -3, 0, -0.7
31: Nc1nc(C2CCCN2S(=O)(=O)c2ccc(Cl)cc2)cs1 (centres undefined)
  1.1, -4, 1.1, -7, -8, -6, -1, 2, 1.1
32: CCOc1ccc(/C=C2\SC(=S)N(CCC(=O)O)C2=O)cc1
  0.94, 1, 0.77, 23, 6, 0, -3, 4, 3.6
33: Cc1cccn2c(=O)c(/C=C3\SC(=S)NC3=O)c(NCCCN3CCOCC3)nc12
  0.91, 10, 0.83, 17, 10, -13, -5, 2, 0.9
34: COc1ccc(C2SCC(C(=O)O)N2C(C)=O)cc1OC (centres undefined)
  1, -13, 1.2, -24, -2, -1, 0, 0, -3.7
35: COCCCn1c(=O)c2ccccc2n(Cc2cccc(C)c2)c1=O
  0.98, -2, 1.3, -26, 2, -6, -4, 2, -0.2
36: Cc1[nH]n(-c2ccccc2)c(=O)c1/C=N/N1C(=O)c2ccc3c4c(ccc(c24)C1=O)CC3
  0.92, 8, 1.1, -6, 8, 10, -2, -16, -2.6
37: Cn1cnnc1SCC(=O)Nc1ccccc1Sc1ccccc1
  1, -4, 0.99, 1, 0, -1, 1, 1, -0.8
38: CCCc1cc(=O)oc2c(C)c(OCC(=O)NC3CCN(Cc4ccccc4)CC3)ccc12
  0.98, -6, 1.1, -5, 2, -8, 0, 1, -0.7
39: CC(C)C(OC(=O)c1ccccc1)c1nccc2ccccc12 (centres undefined)
  0.92, -8, 1.1, -10, 8, -1, -1, -1, 0.8
40: Cc1ccccc1OCCn1c(S(=O)(=O)O)nc2c(N)ncnc21
  1, -6, 1, -4, -1, -5, -1, -2, 1.7
41: CC(=O)Oc1ccc(C(=O)Nc2ccc3c(c2)C(=O)N(CCC(=O)O)C3=O)cc1
  1, -3, 0.86, 14, -3, 3, 2, 3, 1.0
42: Cc1cccn2c(=O)c3cc(C#N)c(=N)n(Cc4ccncc4)c3nc12
  0.93, -3, 0.86, 14, 7, 3, -1, ., .
43: CCN(CC(=O)Nc1c(Cl)cccc1Cl)C(=O)C1CCN(c2ncnc3sc(C)c(C)c23)CC1
  1, -8, 1.1, -13, -1, -4, -3, 0, -2.6
44: CN(c1ccccc1)S(=O)(=O)c1cccc(C(=O)Nc2nccs2)c1
  0.98, -9, 0.91, 9, 2, -1, 0, 0, -2.8
45: Cc1ccc(C(=O)N2CCN(Cc3ccc4c(c3)OCO4)CC2)cc1C
  0.95, 0, 1.2, -16, 5, 6, -5, -1, 0.4
46: CCOC(=O)c1c(C(=O)OCC)c(C)n(Cc2cc(OC)c(OC)c(OC)c2)c1C
  1, -5, 1.1, -10, -3, 1, 0, 0, 1.1
47: COc1ccc(C(=O)N/C(=C\c2ccc3c(c2)OCO3)C(=O)N2CCOCC2)cc1
  0.99, -7, 0.87, 13, 1, 0, -2, -3, -0.7
48: COc1ccc(/C=N/NC(=O)c2nc(-c3ccccc3)cc(-c3ccccc3)n2)cc1
  0.86, -5, 0.75, 25, 14, -2, -2, 1, -9.7
49: Cc1ccc(S(=O)(=O)NC(=O)COc2ccccc2C)cc1
  0.98, -9, 0.95, 5, 2, -4, -2, 0, 0.5
50: Cc1cccc(NC(NC(=O)c2ccccn2)C(Cl)(Cl)Cl)c1 (centres undefined)
  1, -9, 0.98, 2, -2, -5, -1, -4, 0.9
51: Cc1ccc(N=C2C(=O)Nc3ccccc32)cc1C
  0.91, 16, 1.2, -25, 9, -9, 1, 4, -0.8
52: CC[N+](C)(C)CCN(Cc1ccc(Cl)cc1)c1ccccn1
  1, 0, 0.79, 21, -2, 7, -1, -1, -0.4
53: CCN(CC)c1ccc(/C=N/NC(=O)CNC(=O)c2cccs2)cc1
  0.95, -5, 0.84, 16, 5, -1, 0, -2, -0.6
54: C=CC[C@@H](CC(=O)N(CCO)Cc1ccccc1)C(=O)NC[C@H](OC(=O)[C@@H](CC=C)Cc1ccc(F)cc1)c1ccccc1
  0.85, -5, 0.93, 7, 15, 1, -6, -5, 0.0
55: CCS(=O)(=O)N1CCN=C1SCc1cccc(F)c1
  0.98, -10, 0.97, 3, 2, -7, 2, 2, -1.8
56: Cc1ccc(S(=O)(=O)N2CCOCC2)cc1NC(=O)CNC1CCCC1
  1, -5, 1, -2, 0, -2, 0, 0, 1.4
57: CCOc1ccc(NC(=O)Cn2c(=O)n(CC3CCCO3)c(=O)c3ccccc32)cc1 (centres undefined)
  0.92, -7, 0.92, 8, 8, -3, -5, 0, 1.6

Given tab-delimited: part of the list above.
cpd	Structure	mIAP act	APOBEC3G inh	hIAP act	hIAP inh	mIAP block	A3A deaminase	MIN6 prolif	GRIN3A LBD mod	MPTP block
46	CCOC(=O)c1c(C(=O)OCC)c(C)n(Cc2cc(OC)c(OC)c(OC)c2)c1C	1	-5	1.1	-10	-3	1	0	0	1.1
47	COc1ccc(C(=O)N/C(=C\c2ccc3c(c2)OCO3)C(=O)N2CCOCC2)cc1	0.99	-7	0.87	13	1	0	-2	-3	-0.7
48	COc1ccc(/C=N/NC(=O)c2nc(-c3ccccc3)cc(-c3ccccc3)n2)cc1	0.86	-5	0.75	25	14	-2	-2	1	-9.7
49	Cc1ccc(S(=O)(=O)NC(=O)COc2ccccc2C)cc1	0.98	-9	0.95	5	2	-4	-2	0	0.5
50	Cc1cccc(NC(NC(=O)c2ccccn2)C(Cl)(Cl)Cl)c1 (centres undefined)	1	-9	0.98	2	-2	-5	-1	-4	0.9
51	Cc1ccc(N=C2C(=O)Nc3ccccc32)cc1C	0.91	16	1.2	-25	9	-9	1	4	-0.8
52	CC[N+](C)(C)CCN(Cc1ccc(Cl)cc1)c1ccccn1	1	0	0.79	21	-2	7	-1	-1	-0.4
53	CCN(CC)c1ccc(/C=N/NC(=O)CNC(=O)c2cccs2)cc1	0.95	-5	0.84	16	5	-1	0	-2	-0.6
54	C=CC[C@@H](CC(=O)N(CCO)Cc1ccccc1)C(=O)NC[C@H](OC(=O)[C@@H](CC=C)Cc1ccc(F)cc1)c1ccccc1	0.85	-5	0.93	7	15	1	-6	-5	0.0
55	CCS(=O)(=O)N1CCN=C1SCc1cccc(F)c1	0.98	-10	0.97	3	2	-7	2	2	-1.8
56	Cc1ccc(S(=O)(=O)N2CCOCC2)cc1NC(=O)CNC1CCCC1	1	-5	1	-2	0	-2	0	0	1.4
57	CCOc1ccc(NC(=O)Cn2c(=O)n(CC3CCCO3)c(=O)c3ccccc32)cc1 (centres undefined)	0.92	-7	0.92	8	8	-3	-5	0	1.6
